From PubChem BioAssay
pAkt inh: inhibitors of Akt phosphorylation; Neuro2A IGF-stimulated pAkt S473 HTRF, 20 min; hits give low values; activity change, % for hits at 50 µM; 360,000 compounds, 0.32% hits; in the data active = activity change below about -80%; inconclusive = mostly about -51% to -80%; also: % is scaled to controls: 0 for no effect and ±100 for the full control effect
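Single-point screen (50 µM final compound) in Neuro2A cells stimulated 20 min with 6 nM IGF at 37 deg C. After lysis, Ser473-phosphorylated Akt read by HTRF (ex 330 nm, em 615/665 nm) as the 665/615 ratio.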
Nrf2 ARE act: Nrf2 pathway activation. AREc32 ARE-luciferase reporter (MCF7-derived line), luminescence, 24 h. Potency, µM (titrated, usually from 46.1 µM), for the others: at the highest dose activation, hits mostly activators. 410,000 compounds, 0.31% hits. AID 624171; also: potency is read from the fitted curve at half-maximal effect; % of control where 0% means no effect; nearly all actives have a fitted effect of over 65% in size
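Luciferase luminescence (Steady-Glo, 30 min at room temperature) served as the read-out of ARE activation in AREc32 cells treated with compounds for 24 hr at 37 deg C.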
Mm-Cpn inhibitor: inhibitors of Methanococcus maripaludis chaperonin (MmCpn) | 330,000 compounds, 0.031% hits | purified Mm-Cpn ATPase, ADP Transcreener TR-FRET | Potency, µM (top dose mostly 76.9 µM), for inactives: top-dose activity, negative = inhibition, hits mostly inhibitors | AID 504842; also: potency is read from the fitted curve at half-maximal effect; % is scaled to controls: 0 for no effect and ±100 for the full control effect; nearly all actives have a fitted effect of over 80% in size
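Quantitative HTS used 25 nM Mm-CPN and 10 uM ATP in magnesium/KCl Tris buffer, pH 7.4, with 1 mM DTT. Hydrolysis ran 30 min at 37°C; ADP was read by HTRF.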
CCT modulator: cytosolic chaperonin activity modulation; purified chaperonin ATPase assay, HTRF ADP detection, 30 min; activity change, % (concentration not given with the values), hits read low; 360,000 compounds, 0.3% hits; AID 651819; in the data active = activity change below about -30%; also: % is scaled to controls: 0 for no effect and ±100 for the full control effect
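We incubate TRiC, 40 or 20 nM final, with library compounds at 76 uM and 10 uM ATP for 30 min at 37 °C. ADP formed is detected with Transcreener HTRF reagents after 30 min at room temperature.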
Nrf2 inh: blocks Nrf2 signaling | A549 ARE-Fluc reporter, luciferase luminescence, 18-24 h | 360,000 compounds, 2.1% hits | AID 504444 | Potency, µM (series often up to 46 µM), for inactives: at the highest dose activity change, negative = inhibition, most hits filed as inhibitors; also: potency is read from the fitted curve at half-maximal effect; % is scaled to controls: 0 for no effect and ±100 for the full control effect; nearly all actives have a fitted effect of over 60% in size
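A549 ARE_Fluc cells (5000/well, 5% FBS OPTI-MEM) pre-incubated 2 h, then treated with compounds 18-24 h at 37C/5% CO2 in concentration-response. CellTiter-Fluor viability read first; BugLite luciferase luminescence after 15 min at room temperature gives Nrf2 activity.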
EPAC2 antag: antagonists of human EPAC2. Potency, µM (titrated, usually from 114 µM), inactives show top-dose activity, negative = inhibition, most hits filed as inhibitors. EPAC2 GEF exchange of Rap1B-BODIPY-GDP, fluorescence. 360,000 compounds, 0.18% hits. AID 720708. Q8WZA2; also: potency is read from the fitted curve at half-maximal effect; % is scaled to controls: 0 for no effect and ±100 for the full control effect; nearly all actives have a fitted effect of over 45% in size; many of its hits are not listed in these tables
Target sequence (Q8WZA2 whole entry, looked up): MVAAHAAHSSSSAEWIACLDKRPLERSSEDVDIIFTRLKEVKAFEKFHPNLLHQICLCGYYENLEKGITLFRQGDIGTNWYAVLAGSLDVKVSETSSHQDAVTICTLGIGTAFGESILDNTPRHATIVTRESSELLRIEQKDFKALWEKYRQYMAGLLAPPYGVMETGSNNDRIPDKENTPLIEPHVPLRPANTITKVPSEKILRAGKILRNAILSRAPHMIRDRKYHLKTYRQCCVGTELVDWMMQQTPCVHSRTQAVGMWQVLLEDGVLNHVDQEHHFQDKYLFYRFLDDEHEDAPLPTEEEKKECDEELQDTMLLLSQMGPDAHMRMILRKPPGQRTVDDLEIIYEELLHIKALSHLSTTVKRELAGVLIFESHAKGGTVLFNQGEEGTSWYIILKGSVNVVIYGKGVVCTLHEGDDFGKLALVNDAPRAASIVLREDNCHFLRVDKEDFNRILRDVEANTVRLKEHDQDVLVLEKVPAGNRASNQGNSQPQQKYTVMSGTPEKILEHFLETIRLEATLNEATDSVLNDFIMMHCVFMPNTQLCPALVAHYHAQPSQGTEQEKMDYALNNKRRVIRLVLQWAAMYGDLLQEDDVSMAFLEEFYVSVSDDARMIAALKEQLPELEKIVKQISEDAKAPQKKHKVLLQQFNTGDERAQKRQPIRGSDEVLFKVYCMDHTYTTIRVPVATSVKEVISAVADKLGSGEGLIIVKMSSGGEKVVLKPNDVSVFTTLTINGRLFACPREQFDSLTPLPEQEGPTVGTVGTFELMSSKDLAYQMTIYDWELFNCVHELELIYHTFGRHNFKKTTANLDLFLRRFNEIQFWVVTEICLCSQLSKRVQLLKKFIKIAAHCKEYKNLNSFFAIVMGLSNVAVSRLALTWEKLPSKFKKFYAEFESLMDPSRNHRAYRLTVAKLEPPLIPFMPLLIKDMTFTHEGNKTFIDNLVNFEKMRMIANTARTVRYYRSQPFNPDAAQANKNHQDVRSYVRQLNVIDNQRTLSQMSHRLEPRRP
TGFb SMAD3 inh: blocks TGF-b signaling; HepG2 CAGA-GFP TGF-b/SMAD3 reporter, GFP fluorescence, 18 h; TGF-beta stimulated, 500 pg/mL final; AID 588855; Potency, µM (doses to about 46.1 µM), inactives show at the highest dose activity, negative = inhibition, actives largely listed as inhibitors; 410,000 compounds, 1.2% hits; also: potency is read from the fitted curve at half-maximal effect; % is scaled to controls: 0 for no effect and ±100 for the full control effect; nearly all actives have a fitted effect of over 65% in size
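Cell-based qHTS in HEPG2 carrying a CAGA-GFP Smad reporter; compounds added before 500 pg/mL final TGF-beta, 18 h incubation at 37 degrees C, GFP fluorescence quantified per cell by imaging cytometry.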
A549 viability: A549 cytotoxicity, counter-screen for Nrf2 inhibitors. A549 ARE-Fluc cells, CellTiter-Fluor viability, 18-24 h. Potency, µM (highest dose often 46 µM), for the others: top-dose activity change, negative = cytotoxicity, hits mostly inhibitors. 390,000 compounds, 0.16% hits. AID 504648; also: potency is read from the fitted curve at half-maximal effect; % is scaled to controls: 0 for no effect and ±100 for the full control effect
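A549 ARE_Fluc cells in 5% FBS OPTI-MEM were exposed to compounds in concentration-response for 18-24 h at 37 deg C. Viability was read by CellTiter-Fluor fluorescence (Ex 405/Em 525) after 30 min, before the luciferase read.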
EPAC2 ag: agonists of human EPAC2 (RAPGEF4); Q8WZA2; EPAC2 activation, biochemical qHTS; response scale: 100% = 6.5 mM cAMP response; Potency, µM (top dose mostly 154 µM), without a hit: top-dose activation, most hits filed as activators; 360,000 compounds, 0.079% hits; also: potency is read from the fitted curve at half-maximal effect; nearly all actives have a fitted effect of over 50% in size
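Each well held 100 nM EPAC2, 250 nM RAP1B-BODIPY-GDP and 50 uM GDP. Fluorescence, read at 5-min intervals to 30 min, was referenced to a 6.5 mM cAMP positive control.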
* = called active by the depositor; i = inactive; ? = inconclusive; nt = not tested or not shown; & = joins results of further samples; [ ] = remark or other dose. Unless noted, calls follow the shape of the dose curve; as a rule, active = well fitted curve in the direction sought with a large enough effect; inconclusive = small, poorly fitted or top-dose-only effect, or another doubt; inactive = no such curve, though single readings can be large; an effect the other way counts as inactive or inconclusive. An excerpt. The share of hits here may be higher or lower than overall.

mol,A549 viability,CCT modulator,EPAC2 antag,EPAC2 ag,pAkt inh,Nrf2 ARE act,TGFb SMAD3 inh,Nrf2 inh,Mm-Cpn inhibitor
CN1OC[C@@H]2CN[C@H](c3cccc(-c4cc(Cl)cc(Cl)c4)c3)C[C@@H]21,10%,-3.0,-5%,14%,i,3.8%,?,-13%,nt
COC(=O)c1scc(C#N)c1N/N=C(\C#N)S(=O)(=O)c1ccc(Cl)cc1,?,-1.2,?,-1%,i,?,-24%,?,0%
O=C(COC(=O)CNC(=O)c1ccccc1Cl)Nc1ccccc1Cl,-2%&3%,nt,12%,7%,nt,-0.9%,-18%,11%&1%,1%
O=C(CCn1c(=O)sc2ccccc21)NCc1ccccc1,0%,0.2,4%,6%,i,2.1%,-1%,-30%,3%
COc1ccc(NC(=O)/C(=C\c2ccc3c(c2)OCO3)NC(C)=O)cc1,-6%,-1.2,9%,8%,i,-0.2%,-13%,0%,-2%
CCCCNC(=O)c1ccccc1NC(=O)C1=C(C)OCCS1,5%,-0.9,1%,6%,i,0.1%,-3%,-26%,2%
COc1cc2c(cc1OC)C(c1cccs1)N(C(=O)c1cccc(S(=O)(=O)N(C)C)c1)CC2 (stereo not given),4%,-9.7,5%,6%,i,0.6%,18%,?,1%
Cc1ccc(Cl)cc1N1CCN(C(=O)CN(c2ccccc2)S(=O)(=O)N(C)C)CC1,-15%,-2.7,-12%,16%,i,-0.7%,-49%,?,0%
COc1cccc(C=Nc2ccc(C)c(F)c2)c1O,8%,-2.8,-5%,13%,i,0.2%,4%,6%,-3%
COCCn1c(=NC(=O)c2cc3ccccc3oc2=O)sc2cc(S(N)(=O)=O)ccc21,1%,-2.4,-20%,3%,i,4.7%,11%,-3%,0%
O=C(c1ccc(Cl)cc1)c1cnc(-c2ccccc2)s1,13%,-4.8,-4%,-1%,i,3.3%,?,23%,-1%
Nc1nc2c(ncn2[C@@H]2O[C@H](CNCc3ccccc3)[C@@H](O)[C@H]2O)c(=O)[nH]1,nt,0.8,?,-20%,i,0.2%,2%,nt,nt
CCC[C@@H](CNC)NC[C@H](Cc1ccccc1)NCCCCc1ccccc1,-10%,1.4,1%,5%,i,-3.9%,?,11%,0%
CCOC(=O)CCc1c(C)nc(SCC(=O)O)c(C#N)c1C,?,-1.8,-1%,4%,i,0.1%,1%,?,-1%
CN(C)n1cccc1/C=C(\C#N)S(=O)(=O)c1cccc(Cl)c1,4%,-2.1,-3%,15%,i,2.8%,17%,2%,-1%
COC(=O)c1ccc(/C=C/c2c(-c3ccc(OC)cc3)oc3ccc(N4CCOCC4)cc23)cc1,-4%,-1.3,2%,13%,i,-0.2%,9%,3%,-7%
CCNC(=O)C1(C)CCN(C(=O)c2ccc3c(c2)OCO3)C1 (stereo not given),nt,-0.4,-6%,3%,i,-0.7%,1%,nt,nt
Cc1cc(C)c2oc(C(=O)N3CCN(Cc4ccccc4)CC3)cc(=O)c2c1,-14%,-0.3,-9%,5%,i,0.1%,?,8%,0%
CCCC[C@@H]1Cc2[nH][nH]c(=O)c2[C@H](c2ccc(C(C)C)cc2)O1,nt,0.0,-6%,-17%,i,22%,nt,nt,nt
COc1ccccc1C(=O)NCC(=O)NCCc1ccc(Cl)cc1,1%,0.6,-13%,3%,i,0.3%,24%,-18%,1%
Cc1c(N(C)S(=O)(=O)c2ccc(Cl)c(C(=O)NCC3CCCO3)c2)c(=O)n(-c2ccccc2)n1C (stereo not given),1%,-1.5,4%,8%,i,0.2%,-25%,6%,nt
CCc1ccc([C@@H]2CC=C(C(=O)O)[C@H](c3cccc(Cl)c3)N2S(=O)(=O)c2ccc(C)cc2)cc1,-17%,-2.3,-12%,-8%,i,0.5%,?,-15%,1%
CCOc1ccc(C(C(=O)NC2CCCC2)N(C(=O)CNC(=O)c2ccco2)c2cccnc2)cc1 (stereo not given),1%,1.2,4%,-6%,i,-0.4%,3%,0%,?
c1ccc(OCc2nnc3sc(C4COc5ccccc5O4)nn23)cc1 (stereo not given),16%,0.1,-3%,6%,i,0.4%,4%,7%,1%
O=C(CSc1nnnn1-c1ccccc1F)Nc1nc2ccccc2s1,0%,-3.3,8%,3%,i,0.0%,1%,14%,-1%
O=c1[nH]cccc1-c1nc2cc(Cl)ccc2n1Cc1ccccc1,-10%,-1.6,0%,13%,i,0.3%,15%,-18%,-4%
Cc1ccc(OCc2cc(C(=O)NCc3cc(F)ccc3C)no2)cn1,?,1.4,?,0%,i,-0.1%,-7%,-11%,-6%
COc1ccccc1NC(=S)NC(=O)c1c(-c2ccccc2Cl)noc1C,28%,1.3,1%[57.1 µM],15%,i,0.5%,-3%,11%,-10%
Cc1ccc(Cn2c(CNC(=O)c3cccc(C)c3)nc3ccccc32)cc1,-1%,nt,nt,nt,nt,-0.9%,2%,-27%,nt
Cc1ccc(-c2cn3c(=S)[nH]nc3s2)cc1,-7%,-0.9,9%,8%,i,2.6%,0%,10%,-3%

Sorted by length of the SMILES (largest number first): part of the list above
mol,A549 viability,CCT modulator,EPAC2 antag,EPAC2 ag,pAkt inh,Nrf2 ARE act,TGFb SMAD3 inh,Nrf2 inh,Mm-Cpn inhibitor
CCCC[C@@H]1Cc2[nH][nH]c(=O)c2[C@H](c2ccc(C(C)C)cc2)O1,nt,0.0,-6%,-17%,i,22%,nt,nt,nt
Cc1cc(C)c2oc(C(=O)N3CCN(Cc4ccccc4)CC3)cc(=O)c2c1,-14%,-0.3,-9%,5%,i,0.1%,?,8%,0%
COc1ccccc1NC(=S)NC(=O)c1c(-c2ccccc2Cl)noc1C,28%,1.3,1%[57.1 µM],15%,i,0.5%,-3%,11%,-10%

Following part.
mol,A549 viability,CCT modulator,EPAC2 antag,EPAC2 ag,pAkt inh,Nrf2 ARE act,TGFb SMAD3 inh,Nrf2 inh,Mm-Cpn inhibitor
COc1cc(C(=O)OC2CCOC2=O)cc(Cl)c1OC (stereo not given),2%,1.5,0%,2%,i,2.4%,2%,-2%,2%
Cc1ccc(S(=O)(=O)c2[nH]c(-c3ccccc3)nc2SC(C)C(=O)O)cc1 (stereo not given),-2%,nt,nt,nt,nt,-0.2%,26%,7%,nt
CCOC(=O)C1C(=O)CC(C)(O)C(C(=O)OCC)C1c1ccc(Br)cc1 (stereo not given),-6%,1.4,10%,-10%,i,-0.7%,-10%,-10%,-1%
Cc1ccc(NCc2ccccc2-c2nnc(-c3ccccc3Cl)o2)cc1Cl,4%,nt,nt,nt,nt,4.2%,0%,5%,nt
COc1ccc(CN2CCN(c3ncccn3)CC2)c(OC)c1,-1%,-0.5,7%,7%,i,0.0%,0%,0%,1%
COC(=O)c1ccc(NC(=O)c2cccnc2)cc1,1%,-1.8,2%,-2%,i,3.0%,10%,2%,1%
Cc1[nH][nH]c(=O)c1C(c1cc2c(cc1Br)OCO2)c1c(C)[nH][nH]c1=O,-7%,-0.3,2%,2%,i,3.9%,?,-1%,-10%
CC(=O)N(C)c1cccc([N+](=O)[O-])c1,0%,-2.0,1%,3%,i,-0.4%,25%,-7%,0%
CSc1ccc(-c2nc3cnccn3c2Nc2ccc3c(c2)OCO3)cc1,12%,-2.8,-6%,7%,i,5.4%,5µM*,-27%,-3%
COc1cc(C(=O)Nc2ccc(OCc3cc(=O)n4cc(C)sc4n3)cc2)cc(OC)c1OC,-3%,nt,nt,nt,nt,-0.4%,4%,2%,nt
C#CCOCCOCCOCCNc1nc(N2CCN(C(=O)[C@H]([C@@H](C)CC)n3cc(CCCN=C(N)N)nn3)CC2)nc(N2CCN(C(=O)[C@H](C)n3cc(CCCN=C(N)N)nn3)CC2)n1,-1%,0.5,4%,6%,i,-0.7%,?,4%,-9%
Cc1ccc(S(=O)(=O)Nc2cc(=O)[nH]c(SCC(=O)Nc3cccc(C)c3)n2)cc1,12%,1.6,1%,7%,i,-0.7%,5%,3%,-2%
COCCOC(=O)c1c(NC(=O)COC(=O)c2ccc(C)o2)sc(C(N)=O)c1C,-1%,-2.2,5%,7%,i,-0.1%,2%,-7%,0%
COc1cccc(C(=O)N2CCC2(C)C(=O)O)c1 (stereo not given),nt,0.4,3%,14%,i,-1.0%,0%,nt,nt
COc1ccc(OC)c(S(=O)(=O)N2CCN(c3ccccc3)CC2)c1,11%,-1.0,-9%,15%,i,-0.1%,-5%,-18%,0%
CCN(c1ccccc1)S(=O)(=O)c1nnc(NC(=O)C(C)(C)C)s1,1%&-4%,-1.4,16%,1%,i,-0.5%&-0.8%,-2%&19%,2%&15%,-4%
Cc1ccc(OCC(=O)NNC(=S)NC(=O)C(C)(C)C)c(Br)c1,-21%,2.4,-5%,-7%,i,0.0%,?,?,0%
c1ccc(-c2csc(Cc3nnc4n3CCCCC4)n2)cc1,-2%,-0.2,2%,10%,i,-0.6%,-19%,nt,2%
O=C(COC(=O)CSc1nnc(-c2ccc(Cl)cc2)o1)Nc1cc(Cl)cc(Cl)c1,0%,0.2,3%,2%,i,0.1%,-9%,-10%,-2%
Cc1ccc(SCC2=NN(c3nc(C)cc(C)n3)C(=O)C2)cc1,7%,-3.7,2%,1%,i,-0.7%,-2%,7%,0%
COc1ccc(S(=O)(=O)N2CCN(c3ccccc3OC)CC2)cc1-c1noc(C)n1,-4%,nt,nt,nt,nt,-0.2%,-19%,?,nt
CC(C)(C)NC(=O)CSc1nc2ccccc2n1-c1ccccc1,3%,-1.8,0%,11%,i,4.2%,-4%,nt,-1%
COCCN=C(NS(=O)(=O)c1cccs1)c1ccccc1Cl,-1%,-0.4,-9%,3%,i,0.1%,-17%,13%,-3%
Nc1ccc(S(=O)(=O)NNC(=O)C(=O)NNc2ccccc2)cc1,4%,-4.1,0%,14%,i,3.7%,-18%,4%,3%
CCCCN(Cc1ccccc1)S(=O)(=O)c1ccc2[nH]c(=O)oc2c1,2%,-0.6,-7%,4%,i,0.4%,?,5%,2%
